From PubChem
NFkB SMM: binds human NF-kappa-B p105 on microarray. calls only. P19838. Small molecule microarray, anti-His fluorescence binding. AID 624139. hit rate 1.3% among 17,000;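 active = spot fluorescence over background significantly raised, with a chance value under 7% in all four replicate spots of the compound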;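 note: probe protein is his-tagged human p50 processed subunit at 1 µg/ml; raw spot fluorescence signals with no normalization applied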
Target sequence (P19838 1-433 limits assumed): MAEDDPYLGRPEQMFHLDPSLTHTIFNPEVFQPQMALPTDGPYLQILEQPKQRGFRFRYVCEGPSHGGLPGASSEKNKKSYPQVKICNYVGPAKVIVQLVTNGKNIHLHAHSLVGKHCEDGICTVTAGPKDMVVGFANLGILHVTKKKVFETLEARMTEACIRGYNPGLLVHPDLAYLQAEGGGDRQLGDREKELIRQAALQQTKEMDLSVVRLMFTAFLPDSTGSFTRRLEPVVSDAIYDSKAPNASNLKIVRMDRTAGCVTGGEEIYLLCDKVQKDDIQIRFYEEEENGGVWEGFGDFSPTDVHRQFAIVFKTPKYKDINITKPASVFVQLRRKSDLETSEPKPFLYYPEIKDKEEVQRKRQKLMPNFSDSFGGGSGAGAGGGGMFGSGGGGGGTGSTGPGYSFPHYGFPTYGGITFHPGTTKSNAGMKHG
Calls only; i = inactive. A portion of the library, so the mix of outcomes need not match the whole.

SMILES	NFkB SMM
CC(=O)OC[C@H]1O[C@@H](Oc2c(-c3ccc(O)c(O)c3)oc3cc(O)cc(O)c3c2=O)[C@H](O)[C@@H](O)[C@@H]1O	i
COc1ccc(S(=O)(=O)N(C)C[C@@H]2Oc3ccc(NC(=O)Cn4cnnn4)cc3C(=O)N([C@H](C)CO)C[C@H]2C)cc1	i
N#Cc1ccc(NC(=O)C2CCCCC2C(=O)O)cc1 (stereo not drawn)	i
CCO[C@@H]1OC(C(=O)N2CCN(Cc3ccc4c(c3)OCO4)CC2)=C[C@H](c2ccc(C(F)(F)F)cc2)[C@H]1CCCO	i
COc1ccc(NC(=O)Nc2ccc3c(c2)C(=O)N([C@H](C)CO)C[C@@H](C)[C@H](CN(C)S(=O)(=O)c2cn(C)cn2)O3)cc1	i
C[C@@H]1CN([C@@H](C)CO)C(=O)c2cccc(NC(=O)c3ccc(-c4nccs4)cc3)c2O[C@H]1CN(C)C(=O)Nc1cccc2ccccc12	i
C[C@@H]1CN([C@@H](C)CO)C(=O)c2cc(N(C)C)ccc2O[C@@H](C)CCCCO[C@@H]1CN(C)Cc1ccncc1	i
C[C@@H]1CN([C@H](C)CO)C(=O)c2cccc(NC(=O)C3CCOCC3)c2O[C@@H]1CN(C)Cc1ccncc1	i
C[C@H]1CN([C@@H](C)CO)C(=O)c2cc(NC(=O)Nc3ccc(C(F)(F)F)cc3)ccc2O[C@H]1CN(C)S(=O)(=O)c1cccs1	i
Cc1ccc(S(=O)(=O)N(C)C[C@@H]2Oc3ccc(NS(C)(=O)=O)cc3C(=O)N([C@H](C)CO)C[C@H]2C)cc1	i
Cc1noc(C)c1S(=O)(=O)Nc1ccc2c(c1)C(=O)N([C@H](C)CO)C[C@H](C)[C@H](CN(C)C(=O)NC(C)C)OCCCC[C@@H](C)O2	i
O=C(O)c1ccccc1C(=O)Nc1ccc(S(=O)(=O)Nc2nccs2)cc1	i
COc1ccc(NC(=O)N(C)C[C@@H]2Oc3c(cccc3N(C)C)C(=O)N([C@@H](C)CO)C[C@H]2C)cc1	i
Cc1ccc(S(=O)(=O)Nc2cccc3c2O[C@H](CN(C)Cc2ccncc2)[C@@H](C)CN([C@@H](C)CO)C3=O)cc1	i
CNC[C@H]1Oc2c(NC(=O)NC3CCCCC3)cccc2C(=O)N([C@H](C)CO)C[C@H]1C	i
C[C@@H]1CN([C@@H](C)CO)C(=O)Cc2cc(NC(=O)Cc3cn(C)c4ccccc34)ccc2O[C@@H]1CN(C)S(=O)(=O)c1cn(C)cn1	i
O=C(C1=C[C@H](c2ccc3c(c2)OCO3)C[C@H](OCCCCO)O1)N1CCN(Cc2ccccc2)CC1	i
COc1cc2oc(-c3ccc(O)c(O)c3)c(OC)c(=O)c2c(O)c1OC	i
CCOC(=O)c1ccccc1NC(=O)C(C)Oc1ccc2c(C)cc(=O)oc2c1 (stereo not drawn)	i
COc1cc(C2OCC3C(c4cc(OC)c5c(c4)OCO5)OCC23)cc(OC)c1OC (stereo not drawn)	i
C[C@@H]1CCCCO[C@@H](CN(C)Cc2ccncc2)[C@H](C)CN([C@@H](C)CO)C(=O)c2cc(NS(=O)(=O)c3ccccc3)ccc2O1	i
C#CCNC(=O)C1=C[C@H](C2CCCCC2)[C@@H](CCCO)[C@H](OCC)O1	i
Cc1cc(C(=O)Nc2cccc3c2O[C@@H](CN(C)C(=O)Nc2ccccc2)[C@H](C)CN([C@H](C)CO)C3=O)n(C)n1	i
C[C@H]1CN([C@@H](C)CO)C(=O)Cc2cc(NC(=O)CCN3CCOCC3)ccc2O[C@H]1CN(C)C(=O)Nc1ccccc1	i
CC(Sc1ncnc2sc3c(c12)CCCC3)C(=O)Nc1ccc(Br)cc1 (stereo not drawn)	i
Cc1cc(Cl)ccc1N(CC(=O)Nc1cc(Cl)cc(Cl)c1)S(C)(=O)=O	i
Cc1cc(C)nc(SC(C)C(=O)Nc2cccc3ccccc23)n1 (stereo not drawn)	i
COc1ccc(CN(C)C[C@@H]2Oc3c(NS(=O)(=O)c4ccc(Cl)cc4)cccc3C(=O)N([C@@H](C)CO)C[C@@H]2C)cc1	i
CCCN(C)C[C@@H]1Oc2ncc(C#CCN(C)C)cc2C(=O)N([C@H](C)CO)C[C@@H]1C	i
C[C@@H]1CN([C@@H](C)CO)C(=O)CCCn2nncc2CO[C@@H]1CN(C)S(=O)(=O)c1ccc(Cl)cc1	i
C[C@@H]1CN([C@H](C)CO)C(=O)c2cc(N(C)C)ccc2O[C@H]1CN(C)Cc1ccc2c(c1)OCO2	i
CS(=O)(=O)N(CC(=O)Nc1cc(Cl)ccc1Oc1ccccc1)C1CCCCC1	i
C[C@H]1CN([C@@H](C)CO)C(=O)Cc2cc(NC(=O)CCN3CCOCC3)ccc2O[C@@H]1CN(C)S(=O)(=O)c1cn(C)cn1	i
C[C@@H]1CCCCO[C@@H](CN(C)C(=O)Nc2ccc(F)cc2)[C@@H](C)CN([C@H](C)CO)C(=O)c2cc(NS(=O)(=O)c3ccccc3)ccc2O1	i
C[C@@H]1CN([C@@H](C)CO)C(=O)Cc2cc(NC(=O)C3CC3)ccc2O[C@H]1CN(C)C(=O)Nc1ccc(F)cc1	i
C[C@@H]1CN([C@@H](C)CO)C(=O)c2cc(NC(=O)Cc3ccccc3)ccc2O[C@@H](C)CCCCO[C@@H]1CN(C)C(=O)c1ccncc1	i
O[C@H]1[C@H]2c3cc4c(cc3CN3CCC(=C[C@@H]1O)[C@H]23)OCO4	i
C[C@H](CO)N1C[C@H](C)[C@@H](CN(C)C(=O)Nc2ccc(C(F)(F)F)cc2)Oc2c(NC(=O)C3CCOCC3)cccc2C1=O	i
C[C@H](CO)N1C[C@H](C)[C@H](CN(C)S(=O)(=O)c2cn(C)cn2)Oc2c(NC(=O)Nc3cccc4ccccc34)cccc2C1=O	i
C[C@H]1CN([C@@H](C)CO)C(=O)Cc2cc(N(C)C)ccc2O[C@H]1CN(C)S(=O)(=O)c1ccccc1	i
CNC[C@@H]1Oc2c(NC(=O)c3nc4ccccc4s3)cccc2C(=O)N([C@H](C)CO)C[C@@H]1C	i
C[C@H](CO)N1C[C@H](C)[C@H](CN(C)Cc2ccncc2)OCc2cn(nn2)CCCC1=O	i
COc1ccc(CN(C)C[C@H]2Oc3ccc(NC(=O)c4ccncc4)cc3CC(=O)N([C@@H](C)CO)C[C@@H]2C)cc1	i
C[C@@H]1CCCCO[C@H](CN(C)S(=O)(=O)c2ccc(Cl)cc2)[C@H](C)CN([C@@H](C)CO)C(=O)c2cc(NC(=O)c3ccccc3)ccc2O1	i
C[C@H](CO)N1C[C@H](C)[C@H](CN(C)C(=O)NC2CCCCC2)Oc2c(NC(=O)c3ccncc3)cccc2C1=O	i
CNC[C@@H]1Oc2c(NS(=O)(=O)c3ccc(Cl)cc3)cccc2C(=O)N([C@@H](C)CO)C[C@H]1C	i
C[C@@H]1CN([C@@H](C)CO)C(=O)Cc2cc(NC(=O)Nc3ccccc3)ccc2O[C@@H]1CN(C)C(=O)Nc1ccc(F)cc1	i
CC(C)NC(=O)Nc1ccc2c(c1)C(=O)N([C@@H](C)CO)C[C@@H](C)[C@H](CN(C)S(=O)(=O)c1cccs1)OCCCC[C@@H](C)O2	i
COc1ccccc1-n1nnnc1SCC(=O)NC1CCCC1	i
C[C@@H]1CCCCO[C@@H](CN(C)C(=O)Nc2cccc3ccccc23)[C@H](C)CN([C@@H](C)CO)C(=O)c2cc(N(C)C)ccc2O1	i
COc1ccc(NC(=O)Nc2ccc3c(c2)C(=O)N([C@@H](C)CO)C[C@@H](C)[C@@H](CN(C)S(=O)(=O)c2ccc(OC)cc2)O3)cc1	i
Cc1ccc(S(=O)(=O)Nc2ccc3c(c2)CC(=O)N([C@@H](C)CO)C[C@H](C)[C@@H](CN(C)S(=O)(=O)c2cn(C)cn2)O3)cc1	i
CC(C)[Si](OCCCNS(=O)(=O)c1ccc(Br)cc1)(C(C)C)C(C)C	i
Cc1ccc(CN(C)C[C@H]2OCc3cn(nn3)CCCC(=O)N([C@H](C)CO)C[C@H]2C)cc1	i
COC(=O)c1sc2ncn(CC(=O)Nc3ccccc3OC)c(=O)c2c1C	i
O=[N+]([O-])c1ccccc1S(=O)(=O)Nc1nccs1	i
Cc1noc(C)c1S(=O)(=O)N(C)C[C@@H]1Oc2ccc(NC(=O)NC(C)C)cc2CC(=O)N([C@H](C)CO)C[C@H]1C	i
CC(C)C1Cc2c(sc3nc(SCC(=O)Nc4ccc(Cl)cc4Cl)nc(N)c23)CO1 (stereo not drawn)	i
Cc1noc(C)c1NC(=O)N(C)C[C@@H]1Oc2ccc(NC(=O)Nc3ccc(F)cc3)cc2CC(=O)N([C@H](C)CO)C[C@@H]1C	i
Cc1ccc(S(=O)(=O)c2nc(-c3ccccc3)oc2NCCN2CCOCC2)cc1	i

Continued:
SMILES	NFkB SMM
Cc1cc(C(=O)Nc2cccc3c2O[C@@H](CN(C)C(=O)Nc2c(C)noc2C)[C@H](C)CN([C@@H](C)CO)C3=O)n(C)n1	i
CO/N=[N+](\[O-])N1CCCC(C(N)=O)C1 (stereo not drawn)	i
CNC[C@H]1OCCCC[C@H](C)Oc2ccc(NS(=O)(=O)c3c(C)noc3C)cc2C(=O)N([C@H](C)CO)C[C@@H]1C	i
Cc1sc2nc(SCCC(=O)NC3CCCCC3)[nH]c(=O)c2c1C	i
C[C@@H]1CN([C@@H](C)CO)C(=O)CCCn2nncc2CO[C@@H]1CN(C)C(=O)Nc1ccnc(N2CCOCC2)c1	i
Ic1ccc(N2CCN(Cc3c[nH]c4ncccc34)CC2)cc1	i
C[C@@H]1CN([C@@H](C)CO)C(=O)c2cc(NC(=O)CCC(F)(F)F)ccc2O[C@@H](C)CCCCO[C@@H]1CN(C)C(=O)Nc1cccc2ccccc12	i
COc1ccc(NC(=O)Nc2ccc3c(c2)CC(=O)N([C@@H](C)CO)C[C@@H](C)[C@@H](CN(C)C)O3)cc1	i
C[C@@H]1CN([C@@H](C)CO)C(=O)c2cc(NC(=O)Nc3ccccc3)ccc2O[C@@H](C)CCCCO[C@H]1CN(C)C(=O)Nc1ccccc1	i
C[C@@H]1CCCCO[C@H](CN(C)Cc2ccc3c(c2)OCO3)[C@@H](C)CN([C@H](C)CO)C(=O)c2cc(N(C)C)ccc2O1	i
C[C@@H]1CN([C@@H](C)CO)C(=O)Cc2cc(NC(=O)CCN3CCOCC3)ccc2O[C@H]1CN(C)S(=O)(=O)c1ccccc1	i
C[C@H]1CN([C@@H](C)CO)C(=O)c2cccc(NC(=O)NC3CCCCC3)c2O[C@@H]1CN(C)Cc1ccc(C(=O)O)cc1	i
Cc1noc(C)c1S(=O)(=O)Nc1ccc2c(c1)C(=O)N([C@@H](C)CO)C[C@H](C)[C@H](CN(C)Cc1ccncc1)OCCCC[C@@H](C)O2	i
C[C@@H]1CN([C@@H](C)CO)C(=O)Cc2cc(NC(=O)Cc3ccccc3)ccc2O[C@H]1CN(C)S(=O)(=O)c1cccs1	i
COc1ccc(C)cc1S(=O)(=O)N1CCC(C(=O)Nc2ccccc2Sc2ccccc2)CC1	i
C=C1CC/C=C(/COC(C)=O)C(=O)C[C@@H]2[C@@H]1CC2(C)C	i
CC(=O)Nc1ccc(NC(=O)CC2C(=O)Nc3ccccc3N2C(C)=O)cc1 (stereo not drawn)	i
C[C@@H]1CN([C@H](C)CO)C(=O)c2cc(NC(=O)Nc3cccc4ccccc34)ccc2O[C@@H](C)CCCCO[C@H]1CN(C)S(C)(=O)=O	i
C[C@@H]1CN([C@@H](C)CO)C(=O)c2cc(NS(=O)(=O)c3ccccc3)ccc2O[C@@H]1CN(C)C(=O)NC1CCCCC1	i
C[C@@H]1CN([C@H](C)CO)C(=O)Cc2cc(NS(=O)(=O)c3ccccc3)ccc2O[C@@H]1CN(C)S(=O)(=O)c1cccs1	i
C[C@H](CO)N1C[C@H](C)[C@H](CN(C)S(=O)(=O)c2ccccc2)Oc2ncc(C#CCN(C)C)cc2C1=O	i
COC(=O)[C@H](Cc1ccccc1)N1CC2=C[C@@H](C3CC3)n3c(=O)n(C)c(=O)n3[C@H]2[C@@H]1[C@@H](O)Cc1ccccc1	i
Nc1cc(N)nc(SCC(=O)c2ccc(F)cc2)n1	i
Cc1ccccc1C(=O)Nc1ccc2nc(SCC(=O)Nc3ccccc3)sc2c1	i
C[C@@H]1CN([C@@H](C)CO)C(=O)c2cccc(NS(=O)(=O)c3cn(C)cn3)c2O[C@@H]1CN(C)C(=O)Nc1cccc2ccccc12	i
C[C@@H]1CN([C@@H](C)CO)C(=O)Cc2cc(NC(=O)Nc3ccccc3)ccc2O[C@H]1CN(C)CC1CC1	i
CNC[C@@H]1OCCCC[C@H](C)Oc2ccc(NC(=O)Cc3ccccc3)cc2C(=O)N([C@@H](C)CO)C[C@@H]1C	i

Some of these compounds in order of molar mass, low to high.
SMILES	NFkB SMM
C=C1CC/C=C(/COC(C)=O)C(=O)C[C@@H]2[C@@H]1CC2(C)C	i
Nc1cc(N)nc(SCC(=O)c2ccc(F)cc2)n1	i
Cc1ccccc1C(=O)Nc1ccc2nc(SCC(=O)Nc3ccccc3)sc2c1	i
CNC[C@@H]1OCCCC[C@H](C)Oc2ccc(NC(=O)Cc3ccccc3)cc2C(=O)N([C@@H](C)CO)C[C@@H]1C	i
C[C@@H]1CN([C@@H](C)CO)C(=O)c2cc(NS(=O)(=O)c3ccccc3)ccc2O[C@@H]1CN(C)C(=O)NC1CCCCC1	i
Cc1noc(C)c1S(=O)(=O)Nc1ccc2c(c1)C(=O)N([C@@H](C)CO)C[C@H](C)[C@H](CN(C)Cc1ccncc1)OCCCC[C@@H](C)O2	i

A portion from the list above:
SMILES	NFkB SMM
C[C@@H]1CN([C@@H](C)CO)C(=O)c2cccc(NS(=O)(=O)c3cn(C)cn3)c2O[C@@H]1CN(C)C(=O)Nc1cccc2ccccc12	i
C[C@@H]1CN([C@@H](C)CO)C(=O)Cc2cc(NC(=O)Nc3ccccc3)ccc2O[C@H]1CN(C)CC1CC1	i
CNC[C@@H]1OCCCC[C@H](C)Oc2ccc(NC(=O)Cc3ccccc3)cc2C(=O)N([C@@H](C)CO)C[C@@H]1C	i
